# NCI-60 one-dose screen, 48 h, at 10 µM unless noted. Numbers give growth in % (100 = growth as untreated, 0 = no growth, -100 = all killed).
# RXF 393 = RXF 393 renal cancer cells; actives 6.9% (n = 77,000); AID 1794773
# OVCAR-8 = OVCAR-8 ovarian cancer | actives 4.4% (n = 81,000)
# CAKI-1 = CAKI-1 renal cancer; actives 4.7% (n = 75,000)
# ACHN = ACHN renal cancer; actives 4.9% (n = 81,000); AID 1794771
# TK-10 = TK-10 renal cancer cells. actives 3.9% (n = 81,000)
# A498 = A498 renal cancer cells; actives 5.4% (n = 76,000); AID 1794774
# OVCAR-5 = OVCAR-5 ovarian cancer; actives 2.9% (n = 82,000)
# OVCAR-3 = OVCAR-3 ovarian cancer; actives 7% (n = 79,000)
# Starred values were filed as active, the others as inactive; x = no result given; & = joins results of further samples; [ ] = remark or other dose. The calls were made as follows: active = growth percent below 10; inactive = the rest. Not all compounds are listed; count on the stated rates, not on these rows.
SMILES,RXF 393,OVCAR-8,CAKI-1,ACHN,TK-10,A498,OVCAR-5,OVCAR-3
CCNC(=O)c1ccc(Cl)cc1,99,99,96,95,97,96,95,108
C1CN=C2CCCN2C1,134,107,82,101,134,100,89,120
CCOC(=O)c1nn(-c2ccc(C)cc2)c(=O)c2c(N)c(C#N)c(-c3ccccc3)c(S)c12,90,86,86,87,166,91,97,100
NC(=O)NN1CCOCC1,120,119,113,x,107,72,105,112
CCSC1=NC2C(N(C)C(=O)N2C)N1/N=C/C=C/c1ccccc1[N+](=O)[O-] (stereo not drawn),108,97,87,87,96,87,96,111
O=C1NC(=O)C(c2ccc(Cl)cc2Cl)N1 (stereo not drawn),117,112,100,110,98,97,106,112
C#C[C@H]1CCCCCC1O (stereo partly drawn),103,111,101,116,109,99,115,113
COc1ccc2c(c1)c(CC(=O)[Se]CC#N)c(C)n2C(=O)c1ccc(Cl)cc1,x,6.3*,x,12,-5.5*,-17*,-14*,14
Cc1ccc(S(=O)(=O)C/C(=N/Nc2ccc(S(N)(=O)=O)cc2)c2cc3cc(Br)ccc3oc2=O)cc1,112,98,88,95,112,x,91,98
CC(=O)CC(=O)Nc1cccc2ccccc12,115,105,96,97,93,96,109,105
CN(C)C1(C(N)=O)CCN(Cc2ccccc2)CC1,108,105,106,105,96,x,102,112
NC(CSC(c1ccccc1)(c1ccccc1)c1cccc2ccccc12)C(=O)O (stereo not drawn),94,95,90,97,115,100,101,99
Cc1c(O)c(O)cc2c3c(oc12)CC(C(C)C)CC3=O (stereo not drawn),99,89,96,74,129,105,110,86
CN1CCN(c2nc(NN3C(=O)c4cccc5cccc(c45)C3=O)nc(N3CCOCC3)n2)CC1,112,102,92,100,108,86,91,101
CN(C)c1ccc2nc3c(C(=O)O)cc(=O)c(O)c-3oc2c1,110,93,x,102,108,100,105,107
Oc1cccc2ccc(N/N=C/c3cc(CN4CCOCC4)c(O)c4ncccc34)nc12,10,13,12,-29*,23,21,28,23
N#Cc1cnn(C(=O)c2ccccc2Br)c1NC(=O)c1ccc(Cl)cc1Cl,107,103,84,99,104,107,110,108
CS(=O)(=O)Nc1cccc(-n2c(COc3ccc(OC(F)(F)F)cc3)nc3ccccc32)c1,110&86,110&93,99&61,109&81,111&105,127&98,124&124,112&107
C=C(C)CNC(=O)C1CC(C)=CC(C)C1C (stereo not drawn),100,102,x,x,94,90,96,103
CC/C(=C(\CC)c1ccc(OC(=O)C(C)(C)C)cc1)c1ccc(OC(=O)C(C)(C)C)cc1,99,99,97,115,112,85,111,113
COc1cc(-c2nnc(-c3c(-c4ccc(C)cc4)nc4ccccn34)o2)cc(OC)c1OC,80,48,81,78,89,76,95,99
C=CCNC(=S)Nc1c(N)n(C)c(=O)n(C)c1=O,x,96,x,103,134,91,152,x
O=c1c2ccccc2oc2ccc(OCCCCCN3CCCCC3)cc12,67,81,x,103,79,42,92,94
CCCCN1C(=O)/C(=c2\sc3n(c2=O)NC2C(N=3)N(CC)C(=O)N2CC)c2ccccc21 (stereo not drawn),-0.3*,36,30,48,84,42,48,0.0*
Nc1n[nH]c2cccc(C#Cc3cccc(C(=O)Nc4cccc(C(F)(F)F)c4)c3)c12,66,76,68,55,98,x,58,74
O=C(NNC(=O)c1ccncc1)Nc1ccc(Br)cc1,123,107,96,105,105,x,110,110
c1ccc(-c2cnc3ccccc3n2)cc1,115,101,87,108,95,89,98,x
O=C(/C=C/c1ccccc1Cl)Nc1ncc(Cc2cc(Cl)ccc2Cl)s1,17,37,37,31,61,-17*,56,x
Cc1nc2n(c1C(=O)N1CCCCC1)CCS2(=O)=O,116,97,93,102,105,107,93,113
CCC(=O)NC1c2ccccc2Oc2ccccc21,96,112,94,98,95,90,92,93
COc1ccc(C2CC(c3cccc(Nc4nc(Cl)nc5cc(OC)c(OC)cc45)c3)=NN2C(C)=O)cc1 (stereo not drawn),91,87,59,69,91,70,93,97
COc1ccc(Cl)cc1Nc1nc2c(s1)CCCc1cc(C(=O)NC(C)(C)C)[nH]c1-2,82,96,x,x,77,126,107,112
C=C(C)C(OC(C)=O)OC(C)=O,110,98,91,103,109,150,90,104
CC(C)=CCC/C(C)=C/CC/C(C)=C/CC[C@]1(C)CCc2cc(OC(=O)NS(=O)(=O)c3ccc(C)cc3)c(C)c(C)c2O1,81,109,93,104,120,86,98,98
N#C/C(=C\c1ccc(Br)cc1)n1nnc2cc(F)c(F)cc21,2.1*,8.1*,23,24,32,27,3.2*,2.2*
O=C1/C(=C/c2ccccc2)Oc2ccc(O)c(O)c21,20,67,43,63,125,65,98,49
COc1ccccc1OCCOc1ccccc1OC,104,98,100,115,112,101,117,103
O=[N+]([O-])c1c(Cl)cc(Cl)cc1Cl,94,110,103,107,105,101,103,118
CCC(C(=N)N)(c1ccccc1)N(C)C (stereo not drawn),100,98,94,106,92,101,99,111
CCO/C=N/C1=C(C#N)C(c2ccc([N+](=O)[O-])cc2)c2sc3c(F)cccc3c2O1 (stereo not drawn),64,82,82,100,117,77,101,98
Cc1ccccc1C(=O)NCc1ccccc1,108,97,98,102,85,56,96,112
CCOC(=O)c1ccc(N=Cc2cnc(N)nc2N)cc1,125,98,68,94,96,94,97,115
Cc1ccc(-c2cc(-c3cnn(-c4ccccc4)n3)nc(N)n2)cc1,107,107,88,105,104,92,105,100
O=C(OCCn1c(=S)sc2ccccc21)c1ccccc1,99,103,103,104,100,91,88,109
CC(C)C(=O)c1ccc(O)c(O)c1,x,95,148,92,116,91,145,92
Cc1ccc(S(=O)(=O)NC(CCCN=C(N)N)C(=O)O)cc1 (stereo not drawn),112,113,103,104,90,x,102,116
CCc1cccc(C(=O)O)c1N,117,111,99,94,97,95,108,105
C#CC(C)(O)CCCCCCC (stereo not drawn),116,108,103,111,110,93,104,103
CC(=O)OCC1OC(n2ccc(=O)[nH]c2=O)CC1N=[N+]=[N-] (stereo not drawn),x,97,100,104,99,110,105,101
O=C(CSC(=S)n1cnnc1)NC(=O)c1ccccc1,120,115,104,105,101,106,100,97
# More records follow.
SMILES,RXF 393,OVCAR-8,CAKI-1,ACHN,TK-10,A498,OVCAR-5,OVCAR-3
COc1cc(C)ccc1Oc1nc(Nc2ccc(N3CCOCC3)cc2)ncc1N=Cc1cccc(OC(F)(F)F)c1,66,86,x,62,116,45,73,85
CC(Sc1nc2sc3c(c2c(=O)n1-c1ccc(Cl)cc1)CCCC3)C(=O)Nc1nc(-c2ccc(Br)cc2)cs1 (stereo not drawn),101,103,94,106,100,x,94,114
O=C1NCCN1/N=C/c1c(Cl)n(Cc2ccc(Cl)cc2)c2ccccc12,69,79,-19*,94,91,-85*,97,85
O=C(CSc1nc2c(c(=O)[nH]1)CCCC2)NNC(=O)c1ccc(Cl)cc1,x,104,95,110,115,114,103,112
O=C1c2ccccc2C(=O)c2cc(S(=O)(=O)Cl)ccc21,117,101,x,116,107,116,104,112
O=C1c2ccccc2C(=O)c2c(N=Nc3sc(=S)n(-c4ccc(O)cc4)c3O)cccc21,74,80,73,80,105,x,45,42
COc1cc(CN2CC3(Cc4c(C(C)(C)C)nn(-c5ccccc5)c42)C(=O)c2ccccc2C3=O)cc(OC)c1OC,110,94,119,92,100,92,95,122
Cc1cc(C)c(C[N+](C)(C)Cc2ccccc2)c(C)c1,x,96,x,109,89,101,93,96
Cc1cc2c(C(C)C)c(O)c(O)c(C=NC3CCCCC3)c2c(O)c1-c1c(C)cc2c(C(C)C)c(O)c(O)c(C=NC3CCCCC3)c2c1O,103,97,89,100,103,88,100,87
O=C1c2cccc3c(-c4ccc5c(c4)ncn5C4CCCCC4)ccc(c23)C(=O)N1CCN1CCOCC1,117,100,92,98,107,99,105,105
COc1ccc(/C=C/C(=O)c2ccc(OC)c(S(=O)(=O)Nc3cccnc3)c2)cc1,98,93,82,96,95,97,105,88
CCNC1=CC(=O)c2ncccc2C1=O,99,52,56,59,84,81,-54*,1.5*
O=c1c2ccccc2nc2ccc(Cl)nn12,116,104,105,101,123,x,112,122
Cc1cc(=O)oc2cc(OCCOc3cccc(/C=C/C(=O)NO)c3)ccc12,111,90,86,108,95,81,104,x
CCN(CC)c1ccc(NC(=O)CN2CCOCC2)cc1,113,124,92,108,113,102,115,116
O=C(NC1c2ccccc2Oc2ccccc21)c1ccc([N+](=O)[O-])cc1,108,103,95,104,101,91,107,104
Cc1ccc(C(=O)CSc2nnc3sc(Nc4ccc(F)cc4)nn23)cc1,97,102,90,101,108,95,96,116
CCN1C(=O)N(CC)C2NNC(Sc3c(C(=O)O)c4ccccc4n(CCC(C)C)c3=O)=NC21 (stereo not drawn),-1.2*,5.9*,39,24,62,76,21,-25*
CCCOc1ccc(/C=N/Nc2cc(C)nc3ccc(Br)cc23)cc1,83,88,91,98,111,x,111,100
N#CC1=C(N)Oc2cc(O)ccc2C1c1cc2ccccc2n2nnnc12 (stereo not drawn),126,98,96,94,98,113,96,113
Cc1cc(F)ccc1/C=C1\Cc2cc3c(cc2C1=O)OCO3,93,103,72,93,114,99,97,x
CC1CN(CC(O)c2ccccc2)CC(C)O1 (stereo not drawn),100,105,100,110,103,61,107,104
CN1CCN(c2ccc3nc(-c4ccc5nc(-c6ccc(O)cc6)[nH]c5c4)[nH]c3c2)CC1,37,x,93,94,111,x,62,66
COc1cc(C2NC(=O)C(C#N)=C(Nc3cccc(C)c3)S2)ccc1O (stereo not drawn),103,105,x,101,106,112,111,106
O=C(OCc1ccc2c(Br)cc(Br)c(O)c2n1)c1cc2ccccc2[nH]1,-91*,-24*,-98*,-100*,-94*,-1.9*,-85*,-81*
CC(C)(C)c1cccc(C(=O)O)c1,105,91,105,100,81,81,108,105
COc1cc2c(c(OC)c1OC)C(=O)CC(c1cccc(C(=O)Nc3ccc(Br)cc3)c1)O2 (stereo not drawn),67,47,62,64,75,40,89,65
Cn1c(=O)c2[nH]c(Cc3cccc4ccccc34)nc2n(C)c1=O,111,96,90,62,98,63,96,78
Nc1nnc(-c2nonc2N)o1,114,103,104,112,109,103,119,111
COc1ccc(C#CC(=O)O)c(OC)c1,122,101,102,109,104,103,112,100
CC/C(Cc1ccccc1)=C(\c1ccc(OCCCN(C)C)cc1)c1ccc(OC(=O)NCc2ccccc2)cc1,80,76,94,97,92,85,91,88
CC1(C)OC2C(=O)C=C(COCc3ccccc3)C2O1 (stereo not drawn),102,92,89,94,98,122,129,123
CC(C)C1NC(=S)CNC1=S (stereo not drawn),107,104,96,104,99,x,100,112
C[N+](C)(C)CCCCCC[N+](C)(C)C,102&128,105&103,104&91,107&95,90&108,118&105,106&105,106&119
O=c1cc(O)cc[nH]1,113,101,99,113,112,99,104,111
CCO/C=N/C1=C(C#N)C(c2ccc(OC)cc2)c2sc3c(C)cccc3c2O1 (stereo not drawn),-24*,29,33,38,78,-16*,34,7.7*
CCCCCc1ccc(S(=O)(=O)Nc2cc(-c3csc(NC(=O)CN4CCN(C)CC4)n3)ccc2OC)cc1,x,51,-15*,3.5*,103,75,62,-19*
Cc1cc(F)cc(NS(=O)(=O)c2ccc(-c3cnc(C4CC4)o3)cc2)c1,-3.4*,36,40,44,53,x,43,-10*
NC(N)=N/N=C/c1c(Cl)cccc1Cl,83,95,94,139,96,108,95,104
Nc1ccc(N2CCCCC2)cc1,100,96,x,103,115,100,116,110
Cc1cc2c(n1-c1ccccc1)CSCC2=O,77[100 µM],88[100 µM],101[100 µM],89[100 µM],98[100 µM],80[100 µM],76[100 µM],72[100 µM]
C[C@H]1C=C(C[C@H](O)CC#CC#CCCCCC[C@@H](O)[C@H]2CCC(=O)O2)C(=O)O1,124,100,x,114,101,192,105,97
O=C(CN1CCCCC1)Nc1cccc(-c2cc3ccccc3[nH]2)c1,90,92,x,x,101,68,100,96
Cc1ccsc1-c1ccc2c(c1)COC2(CCCN(C)C)c1ccc(F)cc1 (stereo not drawn),28,72,38,62,74,86,72,67
CC(=O)NC(=O)Nc1ccccc1,109,104,97,105,96,111,103,117

# Screens deposited in PubChem by NCI.
